# Screens as filed in PubChem BioAssay.
# hERG WT inh: blocks the wildtype human KCNH2 potassium channel; Q12809; U2OS, BacMam KCNH2, thallium flux FluxOr; active compounds read low; activity change, % at 1.84 µM; 0.37% of 340,000 active; AID 720551;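 active means maximum activity change below -70%; inconclusive means maximum activity change between -70% and -50%; inactive means maximum activity change above -50%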
#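 U2OS cells transduced with wild-type KCNH2 virus are loaded with FluxOr dye for 45 min, and thallium flux is measured in kinetic reads before and after stimulation buffer. Rate constants are normalized to DMSO controls.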
# GALK inhibitor: inhibitors of human galactokinase | Purified GALK, Kinase-Glo residual ATP luminescence | 0.007% of 270,000 active | Potency, µM (top dose mostly 57.5 µM), without a hit: top-dose activity change, negative = inhibition, hits mostly inhibitors | AID 1868; further: potency means the concentration at half of the fitted maximal effect
#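 Quantitative HTS: GALK 5 nM, ATP 35 uM, galactose 100 uM, 1 h room temperature, then luciferase-based ATP detection.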
# PKM2 act: PKM2 (human) enzyme activation. P14618. purified PKM2, Kinase-Glo ATP luminescence, activation; response scale: 0% is enzyme alone, no compound. Potency, µM (titrated, usually from 57.5 µM), for the others: at the highest dose activation, most hits filed as activators. 0.34% of 260,000 active. AID 1631; further: potency means the concentration at half of the fitted maximal effect; nearly all actives have a fitted effect of over 55% in size
#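 ATP formation by purified human PK-M2, quantified via coupled luciferase luminescence after 1 h at room temperature with 0.1 mM ADP and 0.5 mM PEP final.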
# Giardia kill: Giardia lamblia killing | Giardia lamblia trophozoite viability | activity change, % at 7.66 µM, hits read low | 0.15% of 340,000 active; in the data active means activity change below about -80%; inconclusive means between about -30% and that limit;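 further: parasites exposed to compound for two days anaerobically before the ATP read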
#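 Luminescent ATP signal served as the viability read-out, measured 15-30 min after adding ATP detection reagent to trophozoites that had been incubated with compounds for 48 hrs at 37 deg C anaerobically at 100 cells/well.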
# Coupling enz: inhibits coupling enzyme system, counter-screen for aldolase hits; coupling enzyme system counterscreen, AmpLite Red fluorescence; AID 2472; activity change, negative = inhibition, % at 58.2 µM, hits read low; 0.67% of 290,000 active; in the data active means activity change below about -30%
#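 Coupling enzymes only (glyceraldehyde-3-phosphate) + compound, at 57.5 uM final, 10 min RT; add substrate/coupling/AmpLite Red mix, 20 min RT; fluorescence ex 525/em 598 nm. Actives flag coupling-system interference.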
# Eya2 inh: blocks the phosphatase activity of human Eya2; recombinant Eya2, OMFP fluorescence dephosphorylation (OMFP is methylfluorescein phosphate); Potency, µM (titrated, usually from 76.9 µM), for inactives: at the top dose activity, negative = inhibition, usual class: inhibitors; 0.006% of 330,000 active; AID 488837; further: potency means the concentration at half of the fitted maximal effect
#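 Eya2 (0.2 uM) preincubated 10 min at ambient with compound, then OMFP substrate added at 50 uM; 10 min reaction in 50 mM HEPES pH 7.5, 50 mM NaCl, 5 uM MgCl2, 0.05% BSA, 1 mM DTT. Fluorescence read at Ex 485/Em 525 nm.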
# USP2a inh: inhibitors of human ubiquitin-specific protease USP2a | O75604 | USP2 core, Ub-CHOP2 coupled fluorogenic reporter, 485/531 | Potency, µM (top dose mostly 38.3 µM), for inactives: at the highest dose activity change, negative = inhibition, hits mostly inhibitors | 0.01% of 330,000 active;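 further: potency means the concentration at half of the fitted maximal effect; plate controls were DMSO wells for no effect and full inhibition by NEM control for full effect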
# Target sequence (O75604 whole entry, looked up): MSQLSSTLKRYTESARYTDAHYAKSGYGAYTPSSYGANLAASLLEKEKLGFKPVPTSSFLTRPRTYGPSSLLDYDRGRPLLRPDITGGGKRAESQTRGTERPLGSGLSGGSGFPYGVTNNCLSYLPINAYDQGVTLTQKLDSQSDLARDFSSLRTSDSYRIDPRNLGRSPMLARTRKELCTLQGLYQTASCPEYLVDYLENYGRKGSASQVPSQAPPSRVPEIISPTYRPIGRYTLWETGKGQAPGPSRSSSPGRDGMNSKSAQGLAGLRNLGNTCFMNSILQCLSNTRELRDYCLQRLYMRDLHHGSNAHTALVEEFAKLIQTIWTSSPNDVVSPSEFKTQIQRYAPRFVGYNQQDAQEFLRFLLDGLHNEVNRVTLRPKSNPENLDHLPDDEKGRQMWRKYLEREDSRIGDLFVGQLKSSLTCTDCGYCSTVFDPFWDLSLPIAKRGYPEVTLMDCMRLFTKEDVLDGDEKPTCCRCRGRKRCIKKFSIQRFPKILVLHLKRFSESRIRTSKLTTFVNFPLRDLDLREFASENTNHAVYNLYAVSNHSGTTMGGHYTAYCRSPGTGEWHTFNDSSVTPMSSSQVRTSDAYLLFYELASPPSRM
#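 Deubiquitinase activity read as fluorescence (485/531 nm) after Ub-CHOP2 cleavage activates the enterokinase reporter on its substrate; USP2 core 10nM, Ub-CHOP2 and substrate 25nM each, 30min compound preincubation then 60min RT; data normalized to NEM, curves fitted.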
# KCNH2 3.1 block: KCNH2 3.1 (human) potassium channel inhibition; U2OS KCNH2 3.1, thallium flux FluxOr; active compounds read low; 0.95% of 340,000 active; AID 720553; activity change, % (tested at about 1.8 µM);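 active means maximum activity change below -70%; inconclusive means maximum activity change from -70% to -50%; inactive means maximum activity change above -50%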;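 further: thallium influx rate constant from kinetic fluorescence after stimulation buffer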
#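 Thallium flux via FluxOr fluorescence (Red40 quencher, 45 min loading) in U2OS cells virally expressing the KCNH2 3.1 isoform (1.77 x 10^8 /mL virus, overnight at 37 C). Rate constants from 2-min kinetic reads post-stimulation, normalised to positive and negative controls.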
# uPA surface inh: blocks generation of uPA at the cell surface; cell surface uPA generation assay, qHTS; Potency, µM (top dose mostly 38.3 µM), for the others: at the highest dose activity change, negative = inhibition, usual class: inhibitors; 0.31% of 330,000 active; active means well fitted inhibition curve with a large enough effect; inconclusive means small, poorly fitted or top-dose-only effect; inactive means no such curve, though single readings can be large or run the other way; tested in mouse RAW 264.7 cells; further: potency means the concentration at half of the fitted maximal effect; nearly all actives have a fitted effect of over 55% in size
# BCR signal inh: blocks chronic active B-cell receptor signaling; ABC-DLBCL IkBa-CBG/CBR reporter, luminescence ratio, 4 h; 0.05% of 340,000 active; AID 493014; Potency, µM (titrated, usually from 46.1 µM), without a hit: at the top dose ratio change, negative = lower green/red ratio, usual class: inhibitors; active means well fitted inhibition curve with a large enough effect in the signal ratio, with a control signal flat, not every such curve was filed as active; inconclusive means small, poorly fitted or top-dose-only effect, or effect the other way, or a change in a side signal; the % refers to the signal ratio;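 further: potency means the concentration at half of the fitted maximal effect; plate controls were basal doxycycline-induced cells for no effect and cells given 10 µM MG132 for full effect; MG132 reads +100%, hits lower the ratio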
#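 Doxycycline induced both beetle luciferases in TMD8 lymphoma cells; IKK-driven degradation limits the IkappaBalpha-fused green signal, while red luminescence normalises for cell number and nonspecific effects. Compounds tested up to 46 uM, 4 hrs.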
# B2AR arrestin: recruits beta-arrestin to the human beta2-adrenergic receptor. P07550. beta-arrestin recruitment to beta2AR, cell-based reporter. Potency, µM (titrated, usually from 46.1 µM), without a hit: at the highest dose activation, hits mostly activators. 0.02% of 330,000 active;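 further: potency means the concentration at half of the fitted maximal effect; 0% = DMSO controls and full agonism = EC100 isoproterenol or metaproterenol; nearly all actives have a fitted effect of over 65% in size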
# Target sequence (P07550 whole entry, looked up): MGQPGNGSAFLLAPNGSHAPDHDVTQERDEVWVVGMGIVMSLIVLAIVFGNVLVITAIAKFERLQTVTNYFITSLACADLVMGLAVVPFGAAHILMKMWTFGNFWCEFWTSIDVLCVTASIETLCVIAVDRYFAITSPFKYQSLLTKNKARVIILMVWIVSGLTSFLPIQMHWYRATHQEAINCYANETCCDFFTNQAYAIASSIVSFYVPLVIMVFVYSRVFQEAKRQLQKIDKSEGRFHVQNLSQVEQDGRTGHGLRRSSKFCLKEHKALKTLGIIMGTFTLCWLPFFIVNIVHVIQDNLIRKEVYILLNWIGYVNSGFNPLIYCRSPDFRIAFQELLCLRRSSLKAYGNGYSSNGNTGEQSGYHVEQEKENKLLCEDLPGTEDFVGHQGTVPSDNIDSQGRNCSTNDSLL
# Active calls of the source: *; ? = inconclusive; / = not tested or not shown; [ ] = remark or other dose. Unless noted, the call rests on the fitted dose curve; in most records, active means well fitted curve in the direction sought with a large enough effect; inconclusive means small, poorly fitted or top-dose-only effect, or another doubt; inactive means no such curve, though single readings can be large; an effect the other way counts as inactive or inconclusive. Unless noted, on the % scale 0 is the no-effect control and ±100 the full control effect.
SMILES,hERG WT inh,GALK inhibitor,PKM2 act,Giardia kill,Coupling enz,Eya2 inh,USP2a inh,KCNH2 3.1 block,uPA surface inh,BCR signal inh,B2AR arrestin
CCOC(=O)C1=C(N)Oc2c(oc(CO)cc2=O)C1c1ccccc1 (configuration not stated),-1,-3%,13%,0,0,18%,2%,-1,7%,3%,-0.5%
CN(C)C=NC(=O)c1cc(C(=O)c2ccccc2Cl)c[nH]1,6,0%,-2%,-3,0,4%,3%,-4,3%,0%,-0.4%
CCOC(=O)C1=C(C)N=C2SC(C)C(=O)N2C1c1ccc(OCC)c(OCC)c1 (configuration not stated),-10,0%,7%,9,1,-27%,6%,-7,-1%,7%,-0.3%
CN(C)/C=C(\C#N)C(=O)Nc1ccc(F)cc1,-1,-2%,-11%,7,1,0%,2%,-4,-8%,-5%,0.1%
CCOc1ccccc1NC(=O)C1C2CCC(O2)C1C(=O)O (configuration not stated),1,6%,0%,-10,1,-1%,2%,-2,-4%,?,0.1%
Cc1ccc(CN2CCN(Cc3ccc(C)s3)CC2CCO)cc1 (configuration not stated),7,2%,-1%,11,1,-11%,-1%,-6,-4%,10%,-0.5%
COc1cc(C(=O)NC2(C(F)(F)F)NC(=O)N(CCCc3ccccc3)C2=O)cc(OC)c1OC (configuration not stated),-4,1%,2%,8,0,-5%,2%,-3,-7%,?,-0.8%
COC(=O)C1(CO)NC(c2cccs2)C2C(=O)N(c3ccccc3)C(=O)C21 (configuration not stated),-10,9%,1%,-15,5,-5%,3%,4,-4%,0%,0.1%
O=C(N/N=C/c1ccco1)/C(=C/c1cccc([N+](=O)[O-])c1)NC(=O)c1ccccc1,-3,/,-4%,-1,0,-5%,0%,-6,/,-1%,0.0%
Cc1ccc(C)c(OCCCNC2CCCC2)c1C,8,0%,-5%,2,5,-7%,-11%,26,-5%,-4%,-0.2%
COc1ccc(S(=O)(=O)NC2CCCC2)cc1Cl,-28,-7%,0%,8,/,1%,-1%,2,6%,4%,-0.2%
Cc1ccc(CN2CCNC(=O)C2CC(=O)N(C)C(C2CC2)C2CC2)o1 (configuration not stated),5,-3%,2%,41[activator],-1,-17%,3%,15,-1%,0%,-0.8%
COc1ccc(NC(=O)c2cccs2)cc1OC,-12,0%,-7%,-2,0,13%,2%,4,/,?,-0.2%
CCS(=O)(=O)c1ccc2oc(SCC(=O)N3CCCCC3)nc2c1,-5,11%,-8%,5,0,-5%,0%,11,-3%,-10%,-0.2%
CC(=O)N1CCN(CC(C)(C)NS(=O)(=O)c2ccccc2)CC1,7,/,/,38[activator],/,-20%,0%,0,-10%,2%,0.0%
Cc1ccc(C)c(OCC(=O)N/N=C/c2ccsc2)c1,-9,4%,-10%,-4,1,3%,2%,-1,1%,?,0.1%
CCOC(=O)C1CCN(C(=S)Nc2ccc(S(N)(=O)=O)cc2)CC1,-15,0%,-1%,2,0,1%,4%,0,2%,7%,-0.7%
CCOc1ccc(/C=C(\C#N)C(=O)Nc2cccnc2)cc1,-2,2%,5%,-3,-2,-5%,4%,-13,-3%,-5%,-0.9%
COc1cc(C(=O)COC(=O)c2cc([N+](=O)[O-])ccc2N2CCOCC2)ccc1OC(F)F,-1,/,/,1,/,-3%,-6%,7,-37%,?,-1.8%
CC(C)C(=O)Nc1ccccc1N1CCN(C(=O)c2ccccc2)CC1,3,-1%,-2%,8,2,15%,2%,1,8%,?,0.1%

# 4 entries from above, with bars between the fields.
Molecule | hERG WT inh | GALK inhibitor | PKM2 act | Giardia kill | Coupling enz | Eya2 inh | USP2a inh | KCNH2 3.1 block | uPA surface inh | BCR signal inh | B2AR arrestin
CCS(=O)(=O)c1ccc2oc(SCC(=O)N3CCCCC3)nc2c1 | -5 | 11% | -8% | 5 | 0 | -5% | 0% | 11 | -3% | -10% | -0.2%
CC(C)C(=O)Nc1ccccc1N1CCN(C(=O)c2ccccc2)CC1 | 3 | -1% | -2% | 8 | 2 | 15% | 2% | 1 | 8% | ? | 0.1%
CC(=O)N1CCN(CC(C)(C)NS(=O)(=O)c2ccccc2)CC1 | 7 | / | / | 38[activator] | / | -20% | 0% | 0 | -10% | 2% | 0.0%
CCOC(=O)C1CCN(C(=S)Nc2ccc(S(N)(=O)=O)cc2)CC1 | -15 | 0% | -1% | 2 | 0 | 1% | 4% | 0 | 2% | 7% | -0.7%

# New compounds follow
SMILES,hERG WT inh,GALK inhibitor,PKM2 act,Giardia kill,Coupling enz,Eya2 inh,USP2a inh,KCNH2 3.1 block,uPA surface inh,BCR signal inh,B2AR arrestin
CC1(CCc2ccc(O)cc2)NC(=O)NC1=O (configuration not stated),-5,3%,1%,12,4,17%,5%,5,6%,?,0.4%
CCOC(=O)c1c(NC(=O)Cn2nc(C(=O)O)c3ccccc3c2=O)sc2c1CCC(C)C2 (configuration not stated),24,0%,-6%,13,-7,4%,0%,13,-2%,0%,-0.2%
COc1cc2c(cc1OC)C(c1cccs1)N(C(=S)NC(C)C)CC2 (configuration not stated),-3,-2%,2%,-16,-1,-13%,4%,-2,/,-8%,-0.2%
O=C(C1CCCN(S(=O)(=O)c2cc(Cl)ccc2Cl)C1)N1CCOCC1 (configuration not stated),9,4%,-1%,10,0,-3%,1%,12,-2%,0%,0.5%
O=C1CN(C(=O)NCC(=O)N[C@H](Cc2ccccc2)C(=O)O)c2ccccc2N1,22,/,2%,17,-1,-5%,-2%,7,1%,-1%,-1.1%
Cc1ccc(CNC(=O)CCNS(=O)(=O)c2ccc(Br)s2)cc1,-1,-3%,-1%,-6,4,3%,3%,7,1%,5%,-0.3%
O=C(NCC(c1cccs1)N1CCOCC1)c1ccc([N+](=O)[O-])cc1 (configuration not stated),2,0%,5%,-11,1,6%,5%,5,-6%,-1%,-0.4%
COC(=O)c1ccccc1NS(=O)(=O)c1ccc2[nH]c(=O)[nH]c2c1,-21,2%,1%,9,-1,1%,1%,5,10%,-3%,0.1%
COC(=O)c1ccc2c(c1)S(=O)(=O)NC(=NCCCN1CCOCC1)S2,2,4%,-1%,-22,5,0%,-2%,0,4%,-1%,-0.3%
CCCN1CCC(N2CCN(c3ccccc3OC)CC2)CC1,/,4%,-9%,/,-2,6%,2%,/,/,-1%,-0.1%

# Complete entries from above. Values in the order: hERG WT inh	GALK inhibitor	PKM2 act	Giardia kill	Coupling enz	Eya2 inh	USP2a inh	KCNH2 3.1 block	uPA surface inh	BCR signal inh	B2AR arrestin
# COc1cc2c(cc1OC)C(c1cccs1)N(C(=S)NC(C)C)CC2 (configuration not stated) as listed: -3	-2%	2%	-16	-1	-13%	4%	-2	/	-8%	-0.2%
# COC(=O)c1ccccc1NS(=O)(=O)c1ccc2[nH]c(=O)[nH]c2c1 as listed: -21	2%	1%	9	-1	1%	1%	5	10%	-3%	0.1%
# Cc1ccc(CNC(=O)CCNS(=O)(=O)c2ccc(Br)s2)cc1 as listed: -1	-3%	-1%	-6	4	3%	3%	7	1%	5%	-0.3%
# CCCN1CCC(N2CCN(c3ccccc3OC)CC2)CC1 as listed: /	4%	-9%	/	-2	6%	2%	/	/	-1%	-0.1%

# (listing goes on)
SMILES,hERG WT inh,GALK inhibitor,PKM2 act,Giardia kill,Coupling enz,Eya2 inh,USP2a inh,KCNH2 3.1 block,uPA surface inh,BCR signal inh,B2AR arrestin
Cc1ccc(F)c(Cn2cnc3c(cnn3C(C)(C)C)c2=O)c1Cl,/,/,/,7,/,-8%,1%,/,1%,14%,0.0%
COc1ccccc1/C=C/C=N/n1c(C2CCCCC2)n[nH]c1=S,-3,-4%,2%,-1,3,-2%,-1%,-6,1%,-1%,-0.2%
Cc1ncc(CO)c2cc(S(=O)(=O)c3ccc(F)cc3)c(=O)oc12,1,1%,-6%,11,-1,-7%,1%,-5,15%,-8%,-1.0%
N#CC1=C(N)N(c2ccccc2)C2=C(C(=O)CCC2)C1c1cccs1 (configuration not stated),5,2%,7%,24,-10,-7%,-1%,-3,-10%,17%,-0.8%
